PV pol inh = inhibitors of poliovirus RNA polymerase binding and polymerization. poliovirus polymerase elongation, fluorescence polarization; active compounds read low. % elongation, % (compound at 16.7 µg/mL). actives 0.66% (n = 150,000); in the data active = % elongation below about 90%; also: some results filed as inactive read as strong as hits
Target sequence (P03300 1749-2209 limits assumed): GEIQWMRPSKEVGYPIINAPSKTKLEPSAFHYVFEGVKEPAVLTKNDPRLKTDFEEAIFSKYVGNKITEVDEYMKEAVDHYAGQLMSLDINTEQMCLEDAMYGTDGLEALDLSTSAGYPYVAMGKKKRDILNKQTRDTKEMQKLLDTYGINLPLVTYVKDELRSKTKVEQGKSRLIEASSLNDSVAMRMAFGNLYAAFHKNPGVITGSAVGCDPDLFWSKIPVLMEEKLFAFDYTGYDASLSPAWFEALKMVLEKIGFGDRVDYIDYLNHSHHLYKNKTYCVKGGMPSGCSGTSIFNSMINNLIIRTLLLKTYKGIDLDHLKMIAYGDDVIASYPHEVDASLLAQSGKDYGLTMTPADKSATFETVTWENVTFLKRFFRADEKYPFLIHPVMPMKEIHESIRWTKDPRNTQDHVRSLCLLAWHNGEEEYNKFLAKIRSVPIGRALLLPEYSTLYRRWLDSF
PV pol inh FP z-score = second read-out of PV pol inh, no call of its own (marks repeat the call); z-score; measured here: FP z-score; hits read low
* hit, by the source's call.

`CC[C@@]1([C@@H]2O[C@@H]([C@H]3O[C@@](O)(CO)[C@H](C)C[C@@H]3C)C[C@@H]2C)CC[C@H]([C@]2(C)CC[C@]3(C[C@H](O)[C@@H](C)[C@@H]([C@@H](C)[C@@H](OC)C(C)C(=O)O)O3)O2)O1` (some centres undefined) gave PV pol inh 98 and PV pol inh FP z-score -0.2.
Cc1ccc(C2CC(=O)C=C(Nc3n[nH]c(C)c3-c3ccccc3)C2)cc1 (centres undefined) was read as PV pol inh 100 and PV pol inh FP z-score -0.4.
CC1(C)CC(=O)C2=C(C1)OC(N)=C(C#N)C21C(=O)c2ccccc2C1=O was read as PV pol inh 104 and PV pol inh FP z-score 1.
Screening CCN(CC)c1ccc(/C=C2\NC(=S)NC2=O)cc1 returned PV pol inh 154 and PV pol inh FP z-score 6.4.
`COC(=O)c1ccccc1NC(=O)c1oc2ccc(F)cc2c1C` gave PV pol inh 101 and PV pol inh FP z-score 0.2.
For Cc1cccc(N2CCN(C(=O)Cn3c(=O)c4cccn4c4ccc(F)cc43)CC2)c1C the results were PV pol inh 104 and PV pol inh FP z-score -0.5.
CCC(Cn1nnc2ccccc2c1=O)NC(=O)Nc1cc(OC)cc(OC)c1 (centres undefined) was read as PV pol inh 104 and PV pol inh FP z-score -0.5.
CCOC(=O)N1CCC(N2Cc3cccc(C(=O)N4CCN(C(=O)c5ccco5)CC4)c3C2=O)CC1 was read as PV pol inh 104 and PV pol inh FP z-score 1.3.
`Cc1c(C(=O)NC2CCCCC2)oc2ccccc12` gave PV pol inh 102 and PV pol inh FP z-score 0.4.
O=C(CCC(=O)N1CCSc2ncccc21)NCc1cccc(Cl)c1 was read as PV pol inh 100 and PV pol inh FP z-score -1.

Among those listed so far, these have a carbonyl joined to an NH by a bond outside any ring.
`COC(=O)c1ccccc1NC(=O)c1oc2ccc(F)cc2c1C` gave PV pol inh 101 and PV pol inh FP z-score 0.2.
CCC(Cn1nnc2ccccc2c1=O)NC(=O)Nc1cc(OC)cc(OC)c1 (centres undefined) was read as PV pol inh 104 and PV pol inh FP z-score -0.5.
`Cc1c(C(=O)NC2CCCCC2)oc2ccccc12` gave PV pol inh 102 and PV pol inh FP z-score 0.4.
O=C(CCC(=O)N1CCSc2ncccc21)NCc1cccc(Cl)c1 was read as PV pol inh 100 and PV pol inh FP z-score -1.

Next part.
Screening Cc1ccccc1NC1=NCC(C)(C)S1 returned PV pol inh 112 and PV pol inh FP z-score 1.4.
CCc1cccc(NC(=O)CCNS(=O)(=O)c2ccc3c(c2)CCN3C(C)=O)c1 was read as PV pol inh 107 and PV pol inh FP z-score 0.5.
Screening O=[N+]([O-])c1cc(-c2nc(-c3ccccn3)no2)ccc1NCc1ccccc1 returned PV pol inh 111 and PV pol inh FP z-score 0.7.
COc1ccc2cc(-c3csc(-c4cccnc4)n3)ccc2c1 was read as PV pol inh 104 and PV pol inh FP z-score 0.7.
O=C(NCCOc1ccccc1)c1ccc2c(c1)OCO2 was read as PV pol inh 101 and PV pol inh FP z-score 0.5.
`c1ccc(-c2ccnc(-c3cc(-c4ccccc4)ccn3)c2)cc1` gave PV pol inh 107 and PV pol inh FP z-score 0.4.
O=C(O)c1ccc2c(c1)nnn2C1CCCCC1 was read as PV pol inh 101 and PV pol inh FP z-score -0.2.
Screening Cc1ccc(OCCSc2nc3ccccc3n2CC(=O)N2CCCCC2)cc1C returned PV pol inh 114 and PV pol inh FP z-score 1.4.
CC(C)(C)c1ccc(OCNC(=S)NC(=O)c2cncc(Br)c2)cc1 was read as PV pol inh 102 and PV pol inh FP z-score 0.1.
Screening Cn1ccc(=O)c2ccccc21 returned PV pol inh 98 and PV pol inh FP z-score -0.5.
`Cc1ccc(-n2c(O)c(C=NCCC3=CCCCC3)c(=O)[nH]c2=O)cc1` gave PV pol inh 100 and PV pol inh FP z-score -0.3.
NC(=O)c1c(N)sc2c1CCCCC2 was read as PV pol inh 78* and PV pol inh FP z-score -3.2*.
Screening Cc1cc(C)n(CCCNS(=O)(=O)c2cccs2)n1 returned PV pol inh 104 and PV pol inh FP z-score 0.5.
Screening CCCn1c(=N)c(C(=O)NCc2cccnc2)cc2c(=O)n3cccc(C)c3nc21 returned PV pol inh 112 and PV pol inh FP z-score 0.2.
`CCC1Oc2ccccc2N(CC(=O)NCc2ccc(C)cc2)C1=O` (centres undefined) gave PV pol inh 112 and PV pol inh FP z-score 0.4.
For N/C(=N\O)c1cccs1 the results were PV pol inh 107 and PV pol inh FP z-score 0.5.
Cc1cc(C)n2ncc(C(=O)N3CCC(C)CC3)c2n1 was read as PV pol inh 103 and PV pol inh FP z-score 1.4.
Screening COc1ccc(C(=O)NCCc2sc(-c3ccc(F)cc3)nc2C)cc1OC returned PV pol inh 107 and PV pol inh FP z-score 0.2.
For COc1cccc(N2CC(NC(=O)c3cc4ccccc4o3)CC2=O)c1 (centres undefined) the results were PV pol inh 105 and PV pol inh FP z-score -0.5.
`O=C(OCC(=O)N1CCCCCC1)c1ccc(Cl)nc1` gave PV pol inh 103 and PV pol inh FP z-score 1.

Looked up by compound from the list above, 2 records:
`CCC1Oc2ccccc2N(CC(=O)NCc2ccc(C)cc2)C1=O` (centres undefined) gave PV pol inh 112 and PV pol inh FP z-score 0.4.
Screening COc1ccc(C(=O)NCCc2sc(-c3ccc(F)cc3)nc2C)cc1OC returned PV pol inh 107 and PV pol inh FP z-score 0.2.

Following part:
`Cc1nn(C)c(C)c1S(=O)(=O)N(CC(=O)NCCc1ccccc1)c1ccc(C(C)C)cc1` gave PV pol inh 103 and PV pol inh FP z-score -0.2.
`Cc1cccc2nc(CSc3nnc(-c4ccccc4)o3)cn12` gave PV pol inh 102 and PV pol inh FP z-score 0.1.
`CC(C)OCCCNC(=O)CN1C(=O)CSc2ccc(S(=O)(=O)N3CCCCC3)cc21` gave PV pol inh 117 and PV pol inh FP z-score 1.5.
Screening COc1cc(CN2CCN(S(=O)(=O)c3ccccc3)CC2)cc(OC)c1O returned PV pol inh 108 and PV pol inh FP z-score 0.7.
CCOC(=O)c1c(NC(=O)CSc2nnnn2-c2cc(C)ccc2OC)sc(C(=O)N(CC)CC)c1C was read as PV pol inh 101 and PV pol inh FP z-score 0.
CCc1cc(=O)[nH]c(N2CCCCC2)n1 was read as PV pol inh 101 and PV pol inh FP z-score 0.2.
For CCCN(C(=O)/C=C/c1ccc(N(C)C)cc1)C1CCS(=O)(=O)C1 (centres undefined) the results were PV pol inh 105 and PV pol inh FP z-score 0.4.
COc1ccccc1Nc1nc(-c2ccccc2F)nc2ccccc12 was read as PV pol inh 105 and PV pol inh FP z-score -0.6.
For O=C(Cc1c[nH]c2ccccc12)OCC(=O)N1CCCC1=O the results were PV pol inh 99 and PV pol inh FP z-score -0.2.
`O=C(CSc1nnc2ccccn12)c1ccc(S(=O)(=O)N2CCCCC2)cc1` gave PV pol inh 104 and PV pol inh FP z-score 0.2.

Structures from the list above with a thiophene ring, fused or not:
NC(=O)c1c(N)sc2c1CCCCC2 was read as PV pol inh 78* and PV pol inh FP z-score -3.2*.
Screening Cc1cc(C)n(CCCNS(=O)(=O)c2cccs2)n1 returned PV pol inh 104 and PV pol inh FP z-score 0.5.
For N/C(=N\O)c1cccs1 the results were PV pol inh 107 and PV pol inh FP z-score 0.5.
CCOC(=O)c1c(NC(=O)CSc2nnnn2-c2cc(C)ccc2OC)sc(C(=O)N(CC)CC)c1C was read as PV pol inh 101 and PV pol inh FP z-score 0.

An excerpt from above in order of count of non-hydrogen atoms, falling.
For Cc1cccc(N2CCN(C(=O)Cn3c(=O)c4cccn4c4ccc(F)cc43)CC2)c1C the results were PV pol inh 104 and PV pol inh FP z-score -0.5.
CC1(C)CC(=O)C2=C(C1)OC(N)=C(C#N)C21C(=O)c2ccccc2C1=O was read as PV pol inh 104 and PV pol inh FP z-score 1.
Screening Cn1ccc(=O)c2ccccc21 returned PV pol inh 98 and PV pol inh FP z-score -0.5.

Later entries:
Screening Cc1ccc(C2=N/C(=C\c3ccco3)C(=O)O2)cc1 returned PV pol inh 102 and PV pol inh FP z-score 0.
For Nc1nc(N)c2[nH]c(-c3ccccc3)nc2n1 the results were PV pol inh 68* and PV pol inh FP z-score -5.5*.
For CC1(C)OC(=O)C(=Cc2cccn2-c2ccc(C(F)(F)F)cc2)C(=O)O1 the results were PV pol inh 97 and PV pol inh FP z-score -0.9.
`CN(Cc1ccccc1)C(=O)CCc1ccccc1` gave PV pol inh 106 and PV pol inh FP z-score 0.4.
`COC(=O)CC1=C(C(=O)OC)C(c2cccnc2)C(C#N)=C(N)O1` (centres undefined) gave PV pol inh 95 and PV pol inh FP z-score -0.9.
Screening COC(=O)C1=CN(CCOC23CC4CC(CC(C4)C2)C3)C=C(C(=O)OC)C1c1cccc(F)c1 returned PV pol inh 107 and PV pol inh FP z-score 0.6.
COc1ccccc1C(=O)NCCCc1nc2ccccc2[nH]1 was read as PV pol inh 104 and PV pol inh FP z-score 0.6.
`O=C1CN(c2ncnc3sc(-c4ccccc4)cc23)CCN1` gave PV pol inh 95 and PV pol inh FP z-score -1.1.
Screening CCOc1ccc(-n2c(C)nc3cc(C(=O)NCCC4=CCCCC4)ccc32)cc1 returned PV pol inh 105 and PV pol inh FP z-score 0.2.
`COc1ccccc1N1CCN(C(C)C(=O)N2CC(C)CC(C)C2)CC1` (centres undefined) gave PV pol inh 102 and PV pol inh FP z-score -0.3.
Screening O=C1/C(=C/c2ccc(-c3nn[nH]n3)cc2)C(c2ccccc2)Oc2ccccc21 (centres undefined) returned PV pol inh 106 and PV pol inh FP z-score 0.4.
For O=C(N[C@@H](Cc1ccc(O)cc1)C(=O)O)OCc1ccccc1 the results were PV pol inh 101 and PV pol inh FP z-score -0.5.
`Cc1c(C(=O)Nc2ccccc2)cc(-c2ccccc2)n1CCCN1CCOCC1` gave PV pol inh 102 and PV pol inh FP z-score -0.4.
For Cc1nn(-c2ccc(N3CCCC3)nn2)c(C)c1CCC(=O)NCc1ccc2c(c1)OCO2 the results were PV pol inh 101 and PV pol inh FP z-score 0.1.
`O=C(NC1CCCCC1O)c1cccc(Cl)c1` (centres undefined) gave PV pol inh 101 and PV pol inh FP z-score -0.4.
Screening Cc1cn2c(=O)cc(COC(=O)c3cccc(NC(=O)COc4ccccc4)c3)nc2s1 returned PV pol inh 108 and PV pol inh FP z-score 0.4.
CCCCS(=O)(=O)c1sc2nc(C)cc(C)c2c1N was read as PV pol inh 101 and PV pol inh FP z-score 0.1.
For NC(=O)c1noc(C(=O)N(c2ccc(OC(F)(F)F)cc2)C(C(=O)NC2CCCC2)c2c[nH]c3ccccc23)c1N (centres undefined) the results were PV pol inh 104 and PV pol inh FP z-score 0.7.
Screening COc1cc(NC(=O)C2CCN(c3ncccn3)CC2)cc(OC)c1 returned PV pol inh 102 and PV pol inh FP z-score 0.3.
Cc1ccc2nsnc2c1S(=O)(=O)NC(C)(C)C was read as PV pol inh 100 and PV pol inh FP z-score -1.1.
`O=C(CSc1ccc(-c2cccnc2)nn1)c1ccc(F)cc1` gave PV pol inh 101 and PV pol inh FP z-score -0.1.
For CCc1ccc(NC(=O)c2sc3ncnc(N4CCN(C)CC4)c3c2C)cc1 the results were PV pol inh 102 and PV pol inh FP z-score 0.8.
`COc1cc2c(C(=O)O)c(C)n(C)c2cc1Br` gave PV pol inh 104 and PV pol inh FP z-score 0.1.
Cc1ccc(CNC(=S)NC2CCN(C)CC2)cc1 was read as PV pol inh 100 and PV pol inh FP z-score -0.4.
`CCN(CC)CCNc1c2c(c(C#N)c3nc4ccccc4n13)CCCC2` gave PV pol inh 100 and PV pol inh FP z-score -0.4.
For CCOc1ccc(NC(=O)C(=O)NCCc2csc(-c3ccc(C)cc3)n2)cc1 the results were PV pol inh 110 and PV pol inh FP z-score 0.6.
For Cc1nn(C(=O)c2cccc([N+](=O)[O-])c2C)c(C)c1S(=O)(=O)N1CCOCC1 the results were PV pol inh 110 and PV pol inh FP z-score 0.8.
Cc1cccc(C)c1NC(=O)CN1CCN(CCCC(c2ccc(F)cc2)c2ccc(F)cc2)CC1 was read as PV pol inh 100 and PV pol inh FP z-score 0.1.
`Cc1cc(C)c(S(=O)(=O)Nc2ccc3oc4c(c3c2)CCCC4)cc1C` gave PV pol inh 110 and PV pol inh FP z-score -0.1.
For CC(C)CC(NS(=O)(=O)c1ccc2c(c1)oc(=O)n2C)C(=O)NCCc1ccc(Cl)cc1 (centres undefined) the results were PV pol inh 102 and PV pol inh FP z-score -1.5.
For CN1C(=O)C2(c3ccccc31)N(c1ccc(Br)cc1)C(=O)CS2(=O)=O (centres undefined) the results were PV pol inh 111 and PV pol inh FP z-score 1.1.
Nc1cccc(C2OCCCO2)c1 was read as PV pol inh 102 and PV pol inh FP z-score 0.1.
Nn1c(SCC(=O)N(C2CCCC2)C2CCS(=O)(=O)C2)nnc1C(F)(F)F (centres undefined) was read as PV pol inh 103 and PV pol inh FP z-score 0.1.
For Cc1ccccc1NC(=O)CSc1nnc(COc2ccc(Cl)cc2)o1 the results were PV pol inh 105 and PV pol inh FP z-score -0.2.
`Cc1c(C(=O)N(C)C)sc2c1c(=O)n(-c1ccc(Cl)c(Cl)c1)c(=O)n2Cc1ccc(F)cc1` gave PV pol inh 109 and PV pol inh FP z-score 0.8.
O=C(CN1CC(=O)Nc2ccccc21)Nc1ccc(N2CCCCC2)cc1 was read as PV pol inh 109 and PV pol inh FP z-score 0.6.
`CCC(C)NC(=O)CSc1cc(C)nc2c(-c3ccccc3OC)c(C)nn12` (centres undefined) gave PV pol inh 105 and PV pol inh FP z-score 1.
COc1ccc(C)cc1NC(=O)N(Cc1ccc(C)o1)C1CCN(C(C)=O)CC1 was read as PV pol inh 116 and PV pol inh FP z-score 1.
Screening Cc1ncc(NS(=O)(=O)c2ccc(NC(=O)NC3CCCCC3)cc2)c(C)n1 returned PV pol inh 98 and PV pol inh FP z-score -1.1.
For CCOc1ccc(N=CC2C(Oc3ccc(Cl)cc3)C(=O)N2c2ccc(OCC)cc2)cc1 (centres undefined) the results were PV pol inh 102 and PV pol inh FP z-score -0.1.
CC1CCCC(C)N1C(=O)c1cc(=O)c2ccccc2o1 (centres undefined) was read as PV pol inh 103 and PV pol inh FP z-score 0.3.
Screening CC1CCCC(C)N1C(=O)COC(=O)c1ccc(O)cc1 (centres undefined) returned PV pol inh 99 and PV pol inh FP z-score -1.3.

Screening results deposited in PubChem by ICCB-Longwood Screening Facility, Harvard Medical School.

Not all compounds are listed; the hit share may differ from the screen's.
